# High-throughput results as filed in PubChem.
# UPR CHOP act = activators of apoptotic CHOP UPR arm, primary screen, cell-based, CHO-CHOP luciferase reporter, luminescence, uHTS. hit rate 0.34% among 330,000. activation, % at 10 µM. UPR activation; percent of tunicamycin response over DMSO baseline;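 active means at 10 µM dose, activation of 40% or more, normalized to positive control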;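 further: 100% = tunicamycin at 10 µg/mL and 0% = DMSO alone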
#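 Material: CHO-CHOP cells, stable luciferase reporter of PERK-eIF2a-CHOP signalling; quantity: 500 reporter cells seeded per well; buffer or medium: F12 medium containing 10% fetal bovine serum; compound: one dose, 10 µM in 0.5% DMSO; incubation: 6 h compound treatment, 37 °C; measured by: Steady-Glo luciferase luminescence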
# tim23-1 inh = growth inhibitors of tim23-1 mutant yeast, primary screen, luminescence, uHTS. AID 463212, 2010. inhibition, % at 20 µM. S. cerevisiae tim23-1 growth, BacTiter-Glo luminescence, 24 h. hit rate 1.3% among 330,000;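 active means growth inhibition of the mutant yeast at or above 50%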;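 further: temperature-sensitive mutant grown at 25 °C; plate controls were DMSO-treated mutant yeast for no effect and medium wells lacking yeast for full effect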
# Mdm2 MdmX PPI = inhibitors of human Mdm2-MdmX association, primary screen, cell-based, luminescence, split luciferase, SaOS-2, uHTS | Protein Mdm4 (Homo sapiens) + E3 ubiquitin-protein ligase Mdm2 (Homo sapiens), … | SaOS-2 split-luciferase Mdm2/MdmX complementation | inhibition, % at 8 µM | hit rate 3% among 330,000;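 active means inhibition of at least 50% at 8 µM in the primary screen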
# APJ antag = antagonists of human apelin receptor APJ, primary screen, CHO-K1 cells, beta-arrestin complementation, luminescence | inhibition, % at 20 µM | hit rate 0.32% among 330,000;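 active means inhibition above about 40% at 20 µM, limit read from the data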;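 further: cells challenged with 10 nM apelin-13 agonist together with compound; plate controls were apelin-13 plus DMSO wells for no effect and DMSO wells lacking apelin-13 for full effect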
# Target sequence (P35414 whole entry, looked up): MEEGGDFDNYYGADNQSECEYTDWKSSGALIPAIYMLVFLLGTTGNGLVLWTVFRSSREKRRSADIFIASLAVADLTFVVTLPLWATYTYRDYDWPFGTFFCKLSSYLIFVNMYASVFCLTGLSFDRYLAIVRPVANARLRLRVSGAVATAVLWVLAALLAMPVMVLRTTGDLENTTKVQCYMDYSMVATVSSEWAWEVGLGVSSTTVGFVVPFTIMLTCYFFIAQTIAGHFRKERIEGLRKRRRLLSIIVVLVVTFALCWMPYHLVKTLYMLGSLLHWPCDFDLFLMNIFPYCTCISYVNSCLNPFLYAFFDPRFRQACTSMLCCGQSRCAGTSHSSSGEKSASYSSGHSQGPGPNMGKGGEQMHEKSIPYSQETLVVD
# APJ ag = agonists of human apelin receptor APJ, primary screen, CHO-K1 cells, PathHunter beta-arrestin, luminescence | P35414 | 0% DMSO wells, 100% apelin | activation, % at 20 µM | hit rate 0.11% among 330,000;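 active means activation more than six SD over the plate average, tested at 20 µM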;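 further: 0% = DMSO alone and 100% = apelin-13 at 10 nM; some results filed as inactive read as strong as hits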
#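 Assay system: CHO-K1 cells stably expressing ProLink-tagged human APJ and arrestin–beta-gal acceptor. Compound dosing: 20 µM single point, 1% DMSO. Times: 16-18 h seeding, 90 min dark compound exposure, 60 min detection. Detection: beta-gal luminescence. Evaluation: APJ–arrestin association signal. Controls: negative DMSO alone, positive Apelin-13 at 10 nM.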
# Jurkat NFkB inh = inhibitors of induced NF-kB luciferase reporter, primary screen, TCR NF-kB activation inhibitor project, cell-based, luminescence, uHTS; Jurkat, PMA/ionomycin-induced NF-kB luciferase reporter; hit rate 0.53% among 330,000; inhibition, % at 4 µM; in the data active means inhibition above about 50%
# 697 NFkB inh = inhibitors of PMA/ionomycin-induced NF-kB reporter, 697 cells, primary screen, B-cell NF-kB inhibitor project, cell-based, luminescence, uHTS; AID 435022, 2010; hit rate 0.33% among 330,000; inhibition, % at 4 µM; 697 B-cell NF-kB luciferase reporter, 16 h; in the data active means inhibition above about 35%
# UPR XBP1 act = activators of adaptive XBP1 UPR arm, primary screen, cell-based, CHO-XBP1 luciferase reporter, luminescence, uHTS; IRE1-XBP1 UPR activation; percent of tunicamycin response, DMSO as zero; activation, % at 20 µM; hit rate 0.33% among 330,000; AID 463104, 2010;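 active means versus positive control, 20 µM dose yields 30% or more activation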;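 further: 100% = tunicamycin at 10 µg/mL and 0% = DMSO only wells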
#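 Material: CHO-XBP1 cells stably carrying IRE1-XBP1-driven luciferase reporter / Amount: 1000 cells per well / Compound: 20 µM, 1% DMSO / Times: 6 h treatment, 37 °C / Detection: luciferase luminescence / Measure: % activation of reporter signal versus tunicamycin and DMSO controls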
# * = called active by the depositor.
SMILES,UPR CHOP act,tim23-1 inh,Mdm2 MdmX PPI,APJ antag,APJ ag,Jurkat NFkB inh,697 NFkB inh,UPR XBP1 act
C=CCOc1c(Br)cc(/C=C(\C#N)C(N)=O)cc1OC,-2.9,35,5,-20,-3,-2,14,-4
Cc1ccc(S(=O)(=O)N2CCN(C(=O)CN3CCOCC3)C2C(C)C)cc1 (centres undefined),-3.1,-3,-2,3,-5,-5,-13,0
C=C(C)C(O)Cc1c(OC)ccc(C(=O)/C=C/c2ccc(O)cc2)c1O (centres undefined),1.7,54*,40,-10,-2,-5,-4,-2
Nc1cc(=O)[nH]c(=O)n1Cc1ccco1,3.4,-28,5,-23,-3,-17,-10,-1
CC(C)(C)n1ncc2c(=O)n(CC(=O)NCc3ccco3)cnc21,2.4,5,-10,22,-1,-34,-57,-2
COCCN(C(=S)Nc1ccc(C(C)C)cc1)C(C)c1cccs1 (centres undefined),-0.1,-1,-1,3,-4,-10,6,-2
CCCc1nnc2n1N=C(c1ccc(OC)c(OC)c1)CS2,0.9,11,43,-18,3,7,8,7
C#CCSc1nnnn1-c1cccc(Cl)c1,0.8,19,16,14,-4,-1,-5,-2
C=CCN(Cc1cccs1)C(=O)COc1ccc2c(c1)OCO2,1.6,15,3,15,-6,-7,-17,-1
CCOC(=O)c1nn(-c2ccccc2)c(=O)cc1OCC(=O)Nc1cc(C)ccc1OC,0.6,21,12,11,3,16,-23,-5
CC(=O)c1cccc(Nc2cc(C)nc3ccc(C)cc23)c1,-2.7,6,29,-11,-2,39,-9,-4
CCOc1cc2[nH]c(=S)n(CCC(=O)NCc3ccc(OC)cc3)c(=O)c2cc1OCC,-1.4,13,-14,9,-1,10,-4,2
Cc1cc(C(=O)NNC(=O)c2ccc(Cl)cc2)no1,-1.0,-3,-14,5,3,-3,-5,2
COC(=O)c1ccc(NC(=O)C(=O)N2CCN(C(=S)Nc3cccc(C)c3C)CC2)cc1,-0.2,-3,7,-14,1,6,-7,-6
Cc1ccc(-n2c(=O)[nH]c3c(C(N)=O)nc(-c4ccc(C)o4)nc32)cc1,0.0,-1,17,4,-4,16,17,-2
CC1CCCN(C(=O)COC(=O)Cn2cnc3ccccc32)C1 (centres undefined),0.3,-5,8,-6,-5,3,6,2
Cc1cc(C)cc(NCc2cc3c(cc2[N+](=O)[O-])OCO3)c1,0.6,30,18,-11,7,-8,-10,1
Cc1cccc(-n2c(=O)[nH]c3c(C(N)=O)nc(C(C)C)nc32)c1,0.2,-2,4,0,2,-8,-1,2
Cc1ccc(CNC(=O)CC2Nc3c4ccccc4nc(=S)n3C2=O)cc1 (centres undefined),1.2,13,15,16,2,8,20,-1
CCN(CC)c1ccc(C2CC(=O)Nc3cc(OC)c(OC)cc32)cc1 (centres undefined),-0.1,31,15,-4,-1,23,1,-3

# Shown with values under each structure: part of the list above
# Every second line gives: UPR CHOP act | tim23-1 inh | Mdm2 MdmX PPI | APJ antag | APJ ag | Jurkat NFkB inh | 697 NFkB inh | UPR XBP1 act
> CCCc1nnc2n1N=C(c1ccc(OC)c(OC)c1)CS2
  0.9 | 11 | 43 | -18 | 3 | 7 | 8 | 7
> C#CCSc1nnnn1-c1cccc(Cl)c1
  0.8 | 19 | 16 | 14 | -4 | -1 | -5 | -2
> C=CCN(Cc1cccs1)C(=O)COc1ccc2c(c1)OCO2
  1.6 | 15 | 3 | 15 | -6 | -7 | -17 | -1
> CCOC(=O)c1nn(-c2ccccc2)c(=O)cc1OCC(=O)Nc1cc(C)ccc1OC
  0.6 | 21 | 12 | 11 | 3 | 16 | -23 | -5
> CC(=O)c1cccc(Nc2cc(C)nc3ccc(C)cc23)c1
  -2.7 | 6 | 29 | -11 | -2 | 39 | -9 | -4
> CCOc1cc2[nH]c(=S)n(CCC(=O)NCc3ccc(OC)cc3)c(=O)c2cc1OCC
  -1.4 | 13 | -14 | 9 | -1 | 10 | -4 | 2
> Cc1cc(C(=O)NNC(=O)c2ccc(Cl)cc2)no1
  -1.0 | -3 | -14 | 5 | 3 | -3 | -5 | 2
> COC(=O)c1ccc(NC(=O)C(=O)N2CCN(C(=S)Nc3cccc(C)c3C)CC2)cc1
  -0.2 | -3 | 7 | -14 | 1 | 6 | -7 | -6
> Cc1ccc(-n2c(=O)[nH]c3c(C(N)=O)nc(-c4ccc(C)o4)nc32)cc1
  0.0 | -1 | 17 | 4 | -4 | 16 | 17 | -2
> CC1CCCN(C(=O)COC(=O)Cn2cnc3ccccc32)C1 (centres undefined)
  0.3 | -5 | 8 | -6 | -5 | 3 | 6 | 2
> Cc1cc(C)cc(NCc2cc3c(cc2[N+](=O)[O-])OCO3)c1
  0.6 | 30 | 18 | -11 | 7 | -8 | -10 | 1
> Cc1cccc(-n2c(=O)[nH]c3c(C(N)=O)nc(C(C)C)nc32)c1
  0.2 | -2 | 4 | 0 | 2 | -8 | -1 | 2
> Cc1ccc(CNC(=O)CC2Nc3c4ccccc4nc(=S)n3C2=O)cc1 (centres undefined)
  1.2 | 13 | 15 | 16 | 2 | 8 | 20 | -1
> CCN(CC)c1ccc(C2CC(=O)Nc3cc(OC)c(OC)cc32)cc1 (centres undefined)
  -0.1 | 31 | 15 | -4 | -1 | 23 | 1 | -3

# Next part:
SMILES,UPR CHOP act,tim23-1 inh,Mdm2 MdmX PPI,APJ antag,APJ ag,Jurkat NFkB inh,697 NFkB inh,UPR XBP1 act
O=C(c1ccccc1)N1N=C(c2ccccc2)CC1c1ccccc1 (centres undefined),-1.1,37,-9,-10,-3,0,-49,-2
O=C(CSc1ncnc2c1oc1ccccc12)Nc1cccc(F)c1,-1.3,-2,17,2,-3,7,19,2
COc1ccc(S(=O)(=O)N(CC(=O)NCc2ccncc2)c2ccc(C)cc2)cc1OC,0.3,12,16,20,-2,13,12,-2
CC(C)NS(=O)(=O)c1ccc(OCC(=O)NCC2CCCO2)c(Cl)c1 (centres undefined),-2.6,14,-25,21,-6,-8,1,3
COc1cc(NC(=O)Cn2c(-c3cncs3)nc3ccccc32)cc(OC)c1OC,-1.2,21,14,-1,-1,-5,7,3
CCCCOc1ccc(-c2cnc3ccccc3n2)cc1,-3.8,17,-112,-9,0,-113,-234,-5
CCOC(=O)C1CCCN(Cc2nc(N)nc(Nc3ccc(Cl)cc3)n2)C1 (centres undefined),-2.1,-2,7,-9,2,19,13,-2
NC(=O)c1cc(NC(=O)COC(=O)CCCN2C(=O)c3cccc4cccc(c34)C2=O)cc(C(N)=O)c1,0.1,-12,-9,13,-3,0,16,-2
Cc1[nH]c2ccc3ccccc3c2c(=O)c1C/C=C/Cl,2.0,29,-12,0,-2,-14,0,-5
Oc1cc(NCCc2cccnc2)cc2cccnc12,4.6,15,36,-7,-1,22,2,3
Cc1cccc(-n2nnnc2SCc2csc(-c3ccccc3)n2)c1,0.0,20,13,4,-3,-18,-23,-3
Cc1ccc(NC(=O)C2C3/C=C\CCCCC32)cc1 (centres undefined),3.3,2,-36,10,-3,-85,-73,2
O=S(=O)(c1ccccc1)N1CCN(C2CCN(Cc3ccccc3)CC2)CC1,-0.4,1,0,6,-2,-22,-31,0
CS(=O)(=O)N(Cc1ccc(Cl)cc1)c1ccc(C(=O)NCCSc2ccccn2)cc1,-1.8,16,15,-16,-2,3,-8,-1
COc1ccc(CCNC(=O)C(C)OC(=O)c2nsc(Cl)c2Cl)cc1OC (centres undefined),-0.4,25,21,23,0,7,18,2
C=CCOc1ccc(/C=C/C(=O)OCC(=O)NCc2cccc(OC)c2)cc1,1.5,7,23,4,-3,-8,11,0
Oc1ccc(Cl)cc1CNCc1ccc(F)cc1,2.4,23,13,11,3,-1,-3,3
COc1cc2c(cc1OC)-c1cc3ccc4c(c3c[n+]1CC2)OCO4,1.3,8,2,0,14,17,-7,1
CC(C)NS(=O)(=O)c1ccc(CCC(=O)NCc2ccco2)cc1,-1.7,6,7,-3,3,-4,0,-2
NC(=O)Cn1c(=O)n(CCC(=O)Nc2ccc(F)cc2)c(=O)c2sccc21,2.6,2,13,7,-5,6,22,-5
Cn1cncc1C#Cc1c(-c2ccsc2)sc2ccccc12,-1.5,35,13,-4,-2,1,-6,2
CCN(CC)CC(=O)c1ccc(-c2ccccc2)cc1,1.8,-84,26,94*,-19,-6,12,0
Cc1cccc(NC(=O)CN2C(=O)CCS(=O)(=O)c3ccccc32)c1C,-0.7,5,2,9,1,19,-20,-3
CCCC1(C(=O)OCC)NC(c2ccc(OC)cc2OC)C2C(=O)N(c3ccc4c(c3)OCCO4)C(=O)C21 (centres undefined),1.1,13,8,11,-1,3,7,-1
COc1cc(C(=O)NCC(=O)N/N=C(/C)c2cccs2)cc(OC)c1OC,1.3,16,17,-11,-1,-6,22,0
CCCCN1C(=O)C(O)(c2ccccc2)c2cc(Br)ccc21 (centres undefined),2.3,34,7,10,-4,-2,7,-1
Cc1cc(-c2n[nH]c(=S)n2/N=C/C=C/c2ccco2)n[nH]1,1.8,8,-8,-12,1,-4,-13,-2
NC(=O)c1ccc(C(F)(F)F)n(Cc2ccc(Cl)cc2)c1=O,-1.0,14,26,-16,-1,-1,-4,-1
O=[N+]([O-])c1cccc2c(N3CCOCC3)ccnc12,-0.7,6,12,-32,0,4,-4,6
CN(C)CCCNC(=O)/C(=C/c1ccc(-c2ccc([N+](=O)[O-])cc2)o1)NC(=O)c1ccccc1,0.7,0,24,-12,-1,26,6,0
Cc1ccccc1C(=O)NCCCNC(=O)c1ccccc1C,2.8,9,16,0,3,9,-5,-4
O=Cc1ccc(OC(=O)/C=C/c2ccccc2)cc1,1.9,40,-4,-22,0,-4,7,10
COc1ccc([N+](=O)[O-])cc1NC(=O)CSc1nccc(C)n1,1.5,-5,15,-6,-3,-1,-15,-1
COC(=O)C1=CN(Cc2cccs2)C=C(C(=O)OC)C1c1ccc(OC)cc1OC,0.5,31,-34,7,-3,2,13,-1
CN(C)c1nc(OCCNC(=O)Nc2ccccc2)nc(N2CCCCC2)n1,-0.5,21,9,11,2,-2,-10,1
CC(C)(C)NC(=O)C(c1ccc(O)cc1)N(Cc1ccco1)C(=O)CCC(=O)Nc1ccccn1 (centres undefined),-1.1,-4,13,14,1,3,21,11
CCN(CC(=O)NC(=O)NCc1ccccc1)Cc1ccccc1,1.4,15,10,-53,7,5,-8,4
Cc1ccc(C(=O)NCCCn2ccnc2)o1,0.2,9,26,5,-1,8,17,0
Cc1cccc(N=C2NC(=O)/C(=C/c3cccn3C)S2)c1C,1.6,31,29,-2,-3,13,-5,3
Cc1coc(=N)n1CC(=O)c1ccc(Cl)cc1,-0.8,11,-7,12,-3,-14,8,-1
